TRHR enhancer – qHTS for Small Molecule Agonists and Allosteric Enhancers of Human TRH Receptor: Primary Screen for Enhancers. TRHR cells, fluo-8 calcium fluorescence, EC20 TRH enhancement. enhancement, % at 2 µM. 360,000 compounds, 0.66% hits. AID 493056, 2011; in the data active = enhancement above about 30%; also: 0% is about no effect
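TRHR-expressing cells loaded with fluo-8 calcium dye were read kinetically (ex 480/em 530) during compound addition, then stimulated with an EC20 of TRH (10 nM final). Enhancement of the Gq-mediated intracellular calcium response was scored.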
D2 potentiator – HTS Assay for Positive Allosteric Modulators of the Human D2 Dopamine Receptor: Primary Screen for Potentiators. D(2) dopamine receptor (Homo sapiens), P14416. HEK293 T-REx D2, calcium flux, EC20 dopamine potentiation. potentiation, % at 10 µM. AID 485347, 2010. 340,000 compounds, 0.34% hits;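 active = potentiation over 3 SD above the plate norm, cut at about 30% in these data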; also: 0% is about no effect
Target sequence (P14416 whole entry, looked up): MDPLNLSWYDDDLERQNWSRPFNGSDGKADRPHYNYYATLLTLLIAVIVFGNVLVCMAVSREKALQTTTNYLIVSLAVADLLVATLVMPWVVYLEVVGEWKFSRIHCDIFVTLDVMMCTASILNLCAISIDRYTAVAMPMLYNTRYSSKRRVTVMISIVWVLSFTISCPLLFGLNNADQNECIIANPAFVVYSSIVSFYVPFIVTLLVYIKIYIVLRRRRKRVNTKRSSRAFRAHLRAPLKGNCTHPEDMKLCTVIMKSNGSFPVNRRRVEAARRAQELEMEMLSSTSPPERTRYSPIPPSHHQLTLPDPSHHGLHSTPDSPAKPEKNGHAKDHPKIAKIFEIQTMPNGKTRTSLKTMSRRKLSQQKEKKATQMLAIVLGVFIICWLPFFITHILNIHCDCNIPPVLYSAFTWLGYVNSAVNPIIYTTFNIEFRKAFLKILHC
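Using a no-wash calcium dye in inducible, force-coupled HEK293 Trex cells expressing D2, we tracked fluorescence each second for 180 s after compound, then for 180 s after EC20 dopamine to detect augmented signalling.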
D1 agonist – Allosteric Agonists of the Human D1 Dopamine Receptor: qHTS | AID 504660, 2011 | 360,000 compounds, 1% hits | activation, % at 2 µM | HEK293 T-REx D1 cells, calcium flux, agonist mode; also: 0% is about no effect
Target sequence (P21728 whole entry, looked up): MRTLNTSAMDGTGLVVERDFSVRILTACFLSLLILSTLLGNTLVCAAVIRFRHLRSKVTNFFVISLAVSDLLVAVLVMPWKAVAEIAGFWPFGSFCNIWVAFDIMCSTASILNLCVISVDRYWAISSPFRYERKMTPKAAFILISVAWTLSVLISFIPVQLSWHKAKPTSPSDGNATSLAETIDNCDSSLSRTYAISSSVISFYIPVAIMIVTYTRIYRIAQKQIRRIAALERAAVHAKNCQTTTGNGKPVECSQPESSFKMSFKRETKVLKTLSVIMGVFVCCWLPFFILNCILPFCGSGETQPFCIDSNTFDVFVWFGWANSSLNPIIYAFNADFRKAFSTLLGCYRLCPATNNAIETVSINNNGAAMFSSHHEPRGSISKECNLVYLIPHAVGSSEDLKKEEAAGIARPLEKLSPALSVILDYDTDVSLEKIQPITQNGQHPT
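Tetracycline-induced HEK293 TREx D1 cells, force-coupled to calcium signalling, were dye-loaded with a no-wash calcium kit. Compound was pin-added after a 10 s baseline. Fluorescence was read kinetically at 1 cycle/s for 180 s, with calcium rises flagged as agonism.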
RXFP1 antagonist – qHTS Assay for Antagonists of the Relaxin Receptor RXFP1 | activity change, negative = inhibition, % at 57.5 µM | Relaxin receptor 1 (Homo sapiens), Q9HBX9 | 350,000 compounds, 0.59% hits | HEK293-RXFP1, relaxin-stimulated cAMP HTRF, 30 min; active compounds read low | AID 1259400, 2018;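 active = activity change of -60% or lower, but not beyond a set lower limit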; also: % is scaled to controls: 0 for no effect and ±100 for the full control effect
D1 potentiator – Potentiators of Human D1 Dopamine Receptor: qHTS. D(1A) dopamine receptor (Homo sapiens), P21728. HEK293 TREx D1 cells, calcium flux, dopamine EC20 potentiation. potentiation, % at 10 µM. 360,000 compounds, 0.036% hits; in the data active = potentiation above about 30%; also: 0% is about no effect
D1 antagonist – Antagonist of Human D 1 Dopamine Receptor: qHTS; 360,000 compounds, 3.2% hits; HEK293 TREx D1 cells, calcium flux, dopamine EC80; active compounds read low; AID 504652, 2011; D(1A) dopamine receptor (Homo sapiens), P21728; activity change, negative = inhibition, % at 10 µM; in the data active = activity change below about -30%; also: % is scaled to controls: 0 for no effect and ±100 for the full control effect
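Compound effects on dopamine-evoked calcium signalling were measured in tetracycline-induced HEK293 Trex D1 cells. Dopamine at EC80 followed a 180 s compound pre-read, and fluorescence was tracked kinetically for 180 s more.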
D2 agonist – HTS Assay for Allosteric Agonists of the Human D2 Dopamine Receptor: Primary Screen for Agonists; AID 485358, 2010; D(2) dopamine receptor (Homo sapiens), P14416; activation, % at 2 µM; 340,000 compounds, 0.53% hits; HEK293 T-REx D2 cells, calcium flux agonist mode;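 active = activation over 3 SD above normal in the single-dose calcium agonist read, cut at about 30% in these data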; also: 0% is about no effect
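HEK293 Trex D2 cells, tetracycline-induced, o/n 30 C 5% CO2; no-wash Ca dye, RT 30–90 min; 10-cycle baseline, 23 nl cpd added, kinetic Ca read 180 s; agonist hits = positive Ca response.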
TRHR agonist – qHTS for Small Molecule Agonists and Allosteric Enhancers of Human TRH Receptor: Primary Screen for Agonists; Thyrotropin-releasing hormone receptor (Homo sapiens), P34981; TRHR cells, calcium flux fluo-8, FDSS agonist mode; activation, % at 2 µM; 360,000 compounds, 0.18% hits; also: 0% is about no effect
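TRHR-expressing cells loaded with fluo-8 calcium dye; 23 nL library compound pin-transferred, kinetic FDSS fluorescence (Ex 480/Em 530) recorded about 180 s for agonist-induced calcium release, before a 10 nM TRH EC20 addition for potentiator mode.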
D2 antag – HTS Assay for Allosteric Antagonists of the Human D2 Dopamine Receptor: Primary Screen for Antagonists. inhibition, % at 10 µM. D(2) dopamine receptor (Homo sapiens), P14416. 340,000 compounds, 2% hits. HEK293 TREx D2 cells, calcium flux, dopamine EC80. AID 485344, 2010; in the data active = inhibition above about 30%; also: 0% is about no effect
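Calcium flux kinetic readout in an inducible HEK293 TREx D2 line plated overnight at 30 C. After 180 s compound exposure, an EC80 dopamine challenge follows with another 180 s kinetic read to detect antagonism.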
Active calls of the source: *; . = not tested or not shown. Rule as the data show it, unless noted: active = activation above about 30%; inactive = the rest.

Screens by letter: A = TRHR enhancer; B = D2 potentiator; C = D1 agonist; D = RXFP1 antagonist; E = D1 potentiator; F = D1 antagonist; G = D2 agonist; H = TRHR agonist; I = D2 antag
#1 Cc1cc(C)cc(-n2c(C)cc(/C=C3\C(=O)NC(=O)N(C)C3=O)c2C)c1
  A: 24	B: 8	C: 3	D: 7	E: 2	F: 11	G: -0.2	H: -0.4	I: 5
#2 CCOC(=O)c1nsnc1NCCCl
  A: 2	B: 2	C: 2	D: -6	E: -4	F: 2	G: 0.7	H: -0.5	I: -5
#3 CN(C)C(=O)CSc1nnc([C@@H](N)Cc2ccccc2)o1
  A: 15	B: 19	C: 1	D: 12	E: 0	F: 3	G: -1.4	H: 0.5	I: 0
#4 CCC(=O)N1CC(=O)Nc2ccc(F)cc2C1c1ccc(F)cc1 (configuration not stated)
  A: 11	B: 6	C: 0	D: -3	E: -5	F: 9	G: -2.3	H: -0.2	I: 3
#5 O=C(c1ccc(-c2ccccc2)cc1)C1CCCN(Cc2ccn[nH]2)C1 (configuration not stated)
  A: 4	B: -5	C: 17	D: -1	E: -5	F: -9	G: 2.2	H: 2.1	I: -8
#6 CC(C)CCCn1c(O)c(/C=C2/C=CC=N2)c(=O)[nH]c1=O
  A: 4	B: 7	C: -1	D: 5	E: 2	F: 5	G: 0.4	H: 0.4	I: -10
#7 COC(=O)C1=C(c2cccc(OCc3ccccc3)c2)C[C@@H]2CC[C@H]1N2C(=O)NCc1ccc(N(C)C)cc1
  A: -2	B: -7	C: 0	D: .	E: -1	F: 6	G: 0.9	H: 0.0	I: -13
#8 CCN(CC)CCCOC(=O)C(OC)(c1ccccc1)c1ccccc1
  A: 4	B: -17	C: 3	D: 2	E: -1	F: -15	G: -1.2	H: -0.4	I: -14
#9 OC(c1ccccc1)(c1ccccc1)C1CN2CCC1CC2 (configuration not stated)
  A: -6	B: -9	C: 1	D: -9	E: 0	F: -12	G: 0.4	H: 1.5	I: -19
#10 O=c1cccc2n1CC1CC2CN(c2ncnc3c2cnn3-c2ccc(Cl)cc2)C1 (configuration not stated)
  A: 6	B: -4	C: 1	D: -9	E: 2	F: -3	G: -0.3	H: -0.1	I: 9
#11 COc1ccc(CCNCc2ccncc2)cc1OC
  A: 5	B: 13	C: 2	D: 15	E: -2	F: -22	G: 0.7	H: -0.2	I: -5
#12 CS(=O)(=O)N1CCN(C(=N)N[N+](=O)[O-])CC1
  A: 6	B: 8	C: 9	D: -9	E: 2	F: -23	G: -2.2	H: -0.4	I: 22
#13 CC(=O)N1CCN(c2ccc(N=Cc3c(O)n(-c4ccc(Cl)cc4)c(=O)[nH]c3=O)cc2)CC1
  A: 1	B: 8	C: 3	D: 0	E: -3	F: -7	G: 0.6	H: 1.3	I: -10
#14 C#CCN1CCN(c2cccc(C(F)(F)F)c2)CC1
  A: 5	B: 18	C: 2	D: -8	E: 4	F: 10	G: -0.6	H: -2.8	I: -2
#15 Cc1nn(Cc2ccccc2)c(C)c1C(=O)O
  A: 0	B: -23	C: 1	D: 3	E: -8	F: 25	G: 0.7	H: -0.1	I: -3
#16 C[N+](C)(C)CCOC(=O)CBr
  A: 5	B: 7	C: 0	D: .	E: -1	F: 23	G: -0.1	H: -0.3	I: -10
#17 c1cc2n(c1)-c1c(ccc3c1OCO3)CNC2c1ccc2c(c1)OCO2 (configuration not stated)
  A: 3	B: 1	C: 18	D: -17	E: -13	F: 3	G: 0.3	H: 0.9	I: 51*
#18 Cc1ccccc1NC(=O)COC(=O)c1cc(C)n(C2CC2)c1C
  A: -10	B: 8	C: 0	D: 0	E: 1	F: 2	G: -0.3	H: -0.6	I: 6
#19 O=c1[nH]c(=S)n(-c2ccc(Br)cc2)c(O)c1C=Nc1ccc(N2CCOCC2)cc1
  A: 22	B: 7	C: 28	D: -15	E: 5	F: 1	G: 3.3	H: -0.3	I: 5
#20 COc1ccc(-c2cc(C(=O)N3CCC4(CC3)OCCO4)c3ccccc3n2)cc1
  A: -7	B: 3	C: 1	D: 7	E: 0	F: 6	G: 1.1	H: 0.1	I: 2

(listing goes on)
Every second line gives: TRHR enhancer, D2 potentiator, D1 agonist, RXFP1 antagonist, D1 potentiator, D1 antagonist, D2 agonist, TRHR agonist, D2 antag
(21) CCOC(=O)C1CCN(Cc2ccc(Cl)nc2)CC1
 : -2, -20, 2, 2, 0, 5, 47*, 0.2, 47*
(22) O=C1NC(=S)N(Cc2ccco2)C(=O)/C1=C\c1cccs1
 : 51*, 8, 5, ., 1, 8, 0.9, 2.1, -1
(23) ClC1=CCC2CN(CCN3CCCCC3)CC2C1 (configuration not stated)
 : -3, -3, 4, 3, 10, 5, 2.1, 0.2, 17
(24) Cc1ccc(/C=C2\C(=O)NC(=S)N(c3ccc(F)cc3)C2=O)s1
 : 1, ., 4, -29, -6, 2, 0.4, 1.6, 1
(25) Cc1cc(/C=C2\C(=O)NC(=O)N(Cc3ccccc3)C2=O)c(C)n1C1CC1
 : -1, 6, 0, -12, -3, 12, -0.3, 0.5, 1
(26) CCN(CC)C(=O)c1ccc(NC(=O)c2cccc(C(F)(F)F)c2)cc1
 : 0, 3, 3, -9, -6, -21, 1.5, -0.2, 10
(27) O=c1cc(C2CCNCC2)[nH][nH]1
 : -2, 13, 0, 2, -2, -26, 0.8, 0.1, 0

As a working copy, 15 of the compounds above.
Every second line gives: TRHR enhancer, D2 potentiator, D1 agonist, RXFP1 antagonist, D1 potentiator, D1 antagonist, D2 agonist, TRHR agonist, D2 antag
(6) CC(C)CCCn1c(O)c(/C=C2/C=CC=N2)c(=O)[nH]c1=O
 : 4, 7, -1, 5, 2, 5, 0.4, 0.4, -10
(7) COC(=O)C1=C(c2cccc(OCc3ccccc3)c2)C[C@@H]2CC[C@H]1N2C(=O)NCc1ccc(N(C)C)cc1
 : -2, -7, 0, ., -1, 6, 0.9, 0.0, -13
(8) CCN(CC)CCCOC(=O)C(OC)(c1ccccc1)c1ccccc1
 : 4, -17, 3, 2, -1, -15, -1.2, -0.4, -14
(9) OC(c1ccccc1)(c1ccccc1)C1CN2CCC1CC2 (configuration not stated)
 : -6, -9, 1, -9, 0, -12, 0.4, 1.5, -19
(10) O=c1cccc2n1CC1CC2CN(c2ncnc3c2cnn3-c2ccc(Cl)cc2)C1 (configuration not stated)
 : 6, -4, 1, -9, 2, -3, -0.3, -0.1, 9
(11) COc1ccc(CCNCc2ccncc2)cc1OC
 : 5, 13, 2, 15, -2, -22, 0.7, -0.2, -5
(12) CS(=O)(=O)N1CCN(C(=N)N[N+](=O)[O-])CC1
 : 6, 8, 9, -9, 2, -23, -2.2, -0.4, 22
(13) CC(=O)N1CCN(c2ccc(N=Cc3c(O)n(-c4ccc(Cl)cc4)c(=O)[nH]c3=O)cc2)CC1
 : 1, 8, 3, 0, -3, -7, 0.6, 1.3, -10
(14) C#CCN1CCN(c2cccc(C(F)(F)F)c2)CC1
 : 5, 18, 2, -8, 4, 10, -0.6, -2.8, -2
(15) Cc1nn(Cc2ccccc2)c(C)c1C(=O)O
 : 0, -23, 1, 3, -8, 25, 0.7, -0.1, -3
(16) C[N+](C)(C)CCOC(=O)CBr
 : 5, 7, 0, ., -1, 23, -0.1, -0.3, -10
(17) c1cc2n(c1)-c1c(ccc3c1OCO3)CNC2c1ccc2c(c1)OCO2 (configuration not stated)
 : 3, 1, 18, -17, -13, 3, 0.3, 0.9, 51*
(18) Cc1ccccc1NC(=O)COC(=O)c1cc(C)n(C2CC2)c1C
 : -10, 8, 0, 0, 1, 2, -0.3, -0.6, 6
(19) O=c1[nH]c(=S)n(-c2ccc(Br)cc2)c(O)c1C=Nc1ccc(N2CCOCC2)cc1
 : 22, 7, 28, -15, 5, 1, 3.3, -0.3, 5
(20) COc1ccc(-c2cc(C(=O)N3CCC4(CC3)OCCO4)c3ccccc3n2)cc1
 : -7, 3, 1, 7, 0, 6, 1.1, 0.1, 2

Not all compounds are listed; rates above refer to the full screens.
